# Assay outcomes from PubChem.
# NadD inh: blocks S. aureus nicotinate mononucleotide adenylyltransferase | purified NadD enzyme, colorimetric absorbance read-out | inhibition, % at 20 µM | 0.78% of 360,000 active | AID 602399; in the data active means inhibition above about 26%; further: some compounds past the cut are filed as inactive
# Rin1-Abl PPI inh: inhibitors of human Rin1-Abl protein interaction. P00519+Q13671. 0.4% of 360,000 active. TR-FRET Rin1/Abl binding, biochemical. inhibition, % at 7.35 µM; in the data active means inhibition above about 5%, passing the limit was not always enough
# MLLE-PAM2 inh: blocks PAM2 peptide binding to the PABP1 MLLE domain | P11940 | GST-MLLE / FITC-PAM2 fluorescence polarization | inhibition, % at 20 µM | 0.36% of 360,000 active | AID 588489; in the data active means inhibition above about 35%, passing the limit was not always enough;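 further: plate controls were DMSO wells with GST-MLLE for no effect and wells lacking GST-MLLE protein for full effect; some results filed as inactive read as strong as hits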
# FAS-TE inh: inhibitors of human fatty acid synthase thioesterase domain. recombinant FAS-TE, OMFH fluorogenic substrate, fluorescence endpoint. inhibition, % at 15 µM. 0.67% of 360,000 active;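 active means compounds whose normalised, plate-corrected inhibition of enzyme fluorescence in the single-dose primary screen is 50% or more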;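 further: 0% = DMSO with enzyme and 100% = substrate without enzyme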
# Rpn11 block: inhibitors of human proteasome Rpn11 | O00487 | human 26S proteasome, Ub4-pepOG fluorescence polarization; 20S core pre-blocked with epoxomicin | calls only at 20 µM | 0.59% of 360,000 active | AID 588493;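 active means inhibition at 20 µM, scaled to each plate's controls, above about 33%, limit read from the data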
# Neddylation inh: inhibitors of human cullin neddylation | P61081+Q13564 | TR-FRET cullin neddylation, biochemical | calls only at 25 µM | 0.58% of 360,000 active | AID 651699; in the data active means inhibition above about 36%
# Target sequence (P61081 whole entry, looked up): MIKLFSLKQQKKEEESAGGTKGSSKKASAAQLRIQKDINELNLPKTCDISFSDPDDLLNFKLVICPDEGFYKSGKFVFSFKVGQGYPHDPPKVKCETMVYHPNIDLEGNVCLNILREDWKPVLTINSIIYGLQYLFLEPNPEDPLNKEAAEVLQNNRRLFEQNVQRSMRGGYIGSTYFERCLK
# Target sequence (Q13564 whole entry, looked up): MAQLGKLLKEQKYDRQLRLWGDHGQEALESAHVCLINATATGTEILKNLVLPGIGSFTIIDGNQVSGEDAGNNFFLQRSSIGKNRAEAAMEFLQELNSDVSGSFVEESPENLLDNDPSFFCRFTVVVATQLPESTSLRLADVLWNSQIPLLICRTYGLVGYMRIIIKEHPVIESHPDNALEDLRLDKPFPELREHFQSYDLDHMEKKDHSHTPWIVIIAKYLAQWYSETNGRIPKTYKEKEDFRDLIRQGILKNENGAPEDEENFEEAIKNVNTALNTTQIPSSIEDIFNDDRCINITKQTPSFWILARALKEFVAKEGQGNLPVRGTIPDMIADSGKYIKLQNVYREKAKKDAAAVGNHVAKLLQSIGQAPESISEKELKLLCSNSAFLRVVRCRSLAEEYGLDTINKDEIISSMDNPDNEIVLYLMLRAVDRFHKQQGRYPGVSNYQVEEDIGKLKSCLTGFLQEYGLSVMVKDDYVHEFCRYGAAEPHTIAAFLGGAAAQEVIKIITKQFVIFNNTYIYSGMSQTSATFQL
# SKN-1 inh: blocks SKN-1 activity in C. elegans | C. elegans VP596 Pgst-4::GFP/RFP ratio, acrylamide-induced, 24 h | inhibition, % at 21.8 µM | 0.49% of 360,000 active;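 active means interference check ratio from 0.5 to 1.5 plus GFP to RFP signal ratio inhibition reaching or exceeding a fixed threshold, cut at about 30% in these data, passing the limit was not always enough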; further: some compounds called inactive have numbers as strong as hits
# CSN inh: CSN deneddylation inhibition | Purified CSN, SCF-Nedd8-OG deneddylation, fluorescence polarization | inhibition, % at 12.5 µM | 0.38% of 360,000 active | AID 651999;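 active means pattern-corrected inhibition above about 35%, with an unprinted fluorescence ratio check between 0.5 and 1.5, limit read from the data, passing the limit was not always enough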;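 further: 0% = enzyme with substrate and 100% = substrate without enzyme; some results filed as inactive read as strong as hits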
# Target sequence (Q92905 whole entry, looked up, one chain of several): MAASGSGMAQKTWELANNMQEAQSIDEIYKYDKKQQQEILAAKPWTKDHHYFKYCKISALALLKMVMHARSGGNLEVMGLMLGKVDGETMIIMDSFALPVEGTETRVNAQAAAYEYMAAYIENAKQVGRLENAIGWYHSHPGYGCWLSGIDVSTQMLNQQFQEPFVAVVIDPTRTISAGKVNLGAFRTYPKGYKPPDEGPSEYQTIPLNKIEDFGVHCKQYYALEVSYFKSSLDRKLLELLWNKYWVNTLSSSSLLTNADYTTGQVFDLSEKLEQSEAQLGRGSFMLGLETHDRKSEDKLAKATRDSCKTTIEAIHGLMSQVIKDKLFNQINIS
#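 Test system: Human Csn5 produced in HEK293T cells | Compound: 12.5 µM single point | Times: 90 min, room temperature | Signal: Fluorescence polarization readout | Read-out basis: % inhibition of substrate cleavage by Csn5 | Controls: no-enzyme wells high, enzyme-with-substrate wells low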
# MT1-MMP act inh: MT1-MMP (human) activation inhibition; P50281; HT1080 RFP-PRO-GFP cells, GFP/RFP ratio fluorescence, overnight; percent of plate control window, DMSO zero; GFP/RFP ratio change, % at 20 µM; 0.061% of 360,000 active;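 active means GFP/RFP ratio change of at least 30% with cell ATP level not reduced by more than half and red fluorescence within 50% of control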; further: strong numbers were not always called active
#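 Material: RFP-PRO-GFP reporter HT1080 cells. Dosing: single-point 20 µM compound, 1% DMSO. Controls: DMSO and RFP-L50D-GFP cell wells. Timing: cells overnight before dosing, compound overnight, 37 °C, 5% CO2. Measure: GFP/RFP fluorescence ratio.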
# An asterisk follows results filed as active; i = inactive; . = no result given. Rows were taken by chance; overall some 3.9% were active at least once.
# Values in the order: Neddylation inh, SKN-1 inh, CSN inh, NadD inh, MLLE-PAM2 inh, Rin1-Abl PPI inh, MT1-MMP act inh, Rpn11 block, FAS-TE inh
- COc1ccccc1-c1cc(NC=O)c2ncc(-c3cccc(C(=O)N(C)C)c3)n2c1
 : i, 15, -1, 8, -12, -7, 6, i, 6
- CN1C(=O)CC(N2CCN(C(=O)CN3CCCC3)CC2)C1=O (stereo not given)
 : i, 5, -1, -2, -8, -3, 0, i, -10
- CCC(=O)Nc1cccc(NC(=O)c2ccc3c(c2)OCO3)c1
 : i, -1, 10, -7, -2, 1, 2, i, 2
- COc1ccc(CN(C)[C@H]2C[C@H]3c4[nH]c5ccccc5c4CCN3C[C@H]2[C@H](C)O)cc1
 : i, -5, 0, -6, 8, -2, -10, i, -4
- Cc1ccc(C(=O)N2CC(C)OC(C)C2)c(Cl)c1 (stereo not given)
 : i, 4, -1, 2, 4, -1, -1, i, -6
- C=CCOc1ccc(C(=O)Nc2ccccc2C(=O)NCc2cccnc2)cc1
 : i, 12, -2, -3, -97, 0, -7, i, 2
- Cn1c(C(=O)OCC(=O)NCc2cccs2)cc2sccc21
 : i, -3, 3, -3, 3, -17, 3, i, -8
- CCCCC(=O)Nc1ccc(C(=O)Nc2nc(CC(=O)OCC)cs2)cc1
 : i, 12, 1, 3, -1, 0, -3, i, 0
- Clc1ccc(Sc2ccc(/C=N/n3cnnc3)o2)cc1
 : i, 0, 2, 0, 13, 2, -3, i, 5
- O=C1NC(=S)NC1=Cc1ccc(Cl)cc1Cl
 : i, -3, 1, -4, 14, -2, -3, i, 4
- CCNC(=O)c1ccc2c(c1)C1C3CCC(C3)C1C(c1ccccc1)N2 (stereo not given)
 : i, -3, 2, 0, 4, 1, -2, i, 13
- CCCCn1nnnc1C1(C)CCC(=O)N1Cc1cccs1 (stereo not given)
 : i, 11, -4, -4, ., ., 4, ., -9
- Cc1cc(C(F)(F)F)nc(SCC(=O)NC2CCCCC2)n1
 : i, 17, 0, -8, 15, 2, 2, i, -1
- COc1ccccc1-c1nc2c3ccccc3nc(=S)n2[nH]1
 : i, -7, 2, 7, -43, 3, 9, i, -6
- COc1ccc(CCC(=O)N2c3ccccc3N=C(c3ccc(C(F)(F)F)cc3)C2C(=O)NC(C)(C)C)cc1 (stereo not given)
 : ., -2, -2, ., ., ., -23, ., .
- Cc1ccc(C)c(OCC(=O)NCC2COc3ccccc3O2)c1 (stereo not given)
 : i, 3, 1, -4, -37, -1, 0, i, 19
- OC(c1ccc(F)cc1)c1nc(-c2ccc(F)c(Cl)c2)cs1 (stereo not given)
 : i, 10, 0, 0, 5, -1, 4, i, 38
- O=C(Cc1ccc(F)cc1)NC1CCSC1=O (stereo not given)
 : i, 0, -15, 1, -8, -4, 0, i, -5
- CSc1ccc(NC(=O)Nc2ccccc2C(N)=O)cc1
 : i, -1, 12, -8, 10, -4, 4, i, 1
- CCC(=O)Nc1ccc(C(=O)Nc2ccc(OC)cc2[N+](=O)[O-])cc1
 : i, -8, 1, -7, 10, -2, 7, i, -7
- COc1ccc2cc(S(=O)(=O)c3ccccc3)c(=O)oc2c1
 : ., 7, -1, -5, -11, -2, -3, i, 3
- CN(CC(=O)Nc1ccc(N2CCOCC2)cc1)C(=O)CSc1ccc(F)cc1
 : i, -6, 3, 0, 10, 2, 3, i, -2
- Cc1cccc(CN2CCC(CNC(=O)Nc3ccc(F)c(Cl)c3)CC2)c1
 : i, -5, 0, -9, 3, -1, 3, i, 3
- COc1ccc(NC(=O)c2cc(-c3ccc(OC)c(OC)c3)on2)cc1OC
 : i, 11, -1, 3, -7, 4, 3, i, -6
- COc1ccc(OC)c(C(C(=O)NC2CCCCC2)N(C(=O)c2ccccn2)c2cccnc2)c1 (stereo not given)
 : i, -10, 0, -7, -10, -1, -1, i, -4
- CCN1CCCC1CN(Cc1cc2ccc(C)cc2[nH]c1=O)C(=S)Nc1cccc(OC)c1 (stereo not given)
 : i, -3, -11, 14, -43, 3, 0, i, -4
- O=S(=O)(Cc1ccccc1)N1CCN(Cc2ccc(Br)cc2)CC1
 : i, 5, 2, -5, 0, -1, 0, i, 0
- O=C(COC(=O)c1ccccc1Nc1ccccc1)NCc1ccco1
 : i, -6, -2, -5, -2, 1, -1, i, 7
- COc1ccc(Nc2nc3cc(C)ccc3cc2C#N)cc1
 : i, -4, 2, -4, 42, -14, -26, i, 11
- CC[C@]12C(=O)N(C)C[C@H]([C@@H]3C(=O)N(Cc4ccccc4)C(=O)[C@@H]31)N2C(=O)c1ccc(C(C)(C)C)cc1
 : i, 12, -2, 5, 0, 1, 0, i, -6

# Grouped by structure, the entries above containing a Cl atom (5)
# Values in the order: Neddylation inh, SKN-1 inh, CSN inh, NadD inh, MLLE-PAM2 inh, Rin1-Abl PPI inh, MT1-MMP act inh, Rpn11 block, FAS-TE inh
- Cc1ccc(C(=O)N2CC(C)OC(C)C2)c(Cl)c1 (stereo not given)
 : i, 4, -1, 2, 4, -1, -1, i, -6
- Clc1ccc(Sc2ccc(/C=N/n3cnnc3)o2)cc1
 : i, 0, 2, 0, 13, 2, -3, i, 5
- O=C1NC(=S)NC1=Cc1ccc(Cl)cc1Cl
 : i, -3, 1, -4, 14, -2, -3, i, 4
- OC(c1ccc(F)cc1)c1nc(-c2ccc(F)c(Cl)c2)cs1 (stereo not given)
 : i, 10, 0, 0, 5, -1, 4, i, 38
- Cc1cccc(CN2CCC(CNC(=O)Nc3ccc(F)c(Cl)c3)CC2)c1
 : i, -5, 0, -9, 3, -1, 3, i, 3

# (cont.)
# Values in the order: Neddylation inh, SKN-1 inh, CSN inh, NadD inh, MLLE-PAM2 inh, Rin1-Abl PPI inh, MT1-MMP act inh, Rpn11 block, FAS-TE inh
- Cc1ccc(S(=O)(=O)NC(=O)c2cccc(N(C)C)c2)cc1
 : i, 7, 2, 2, 9, 0, -2, i, -5
- CCCN(CC(=O)Nc1ccccc1C)C(=O)c1ccc(NC2CC2)c([N+](=O)[O-])c1
 : i, 8, 1, -5, 17, -5, 3, i, 2
- C=CCN1C(=O)/C(=C/c2ccc(O)cc2)S/C1=N/c1nccs1
 : i, 1, 44*, 3, -99, -2, -132, ., 8
- CC(=O)c1cccc(N(C(=O)CNC(=O)c2ccco2)C(C(=O)NCc2ccco2)c2ccccc2)c1 (stereo not given)
 : i, 6, 2, -7, 2, 3, -4, i, -4
- O=C(Nc1ccc(Oc2ncccn2)cc1)c1ccco1
 : i, -23, 3, -2, 1, 1, 1, i, -8
- COc1ccc(C(C(=O)NC2CCCC2)N(Cc2ccc(C)cc2)C(=O)c2ccn[nH]2)cc1OC (stereo not given)
 : i, 8, -1, 1, 0, 2, 0, i, -1
- C/C(=N\NC(=O)C1COc2ccccc2O1)c1cc2ccccc2o1 (stereo not given)
 : i, 2, 2, -4, 10, -2, 2, i, -4
- COCCNC(=O)C1CCC(CNS(=O)(=O)c2ccc(F)cc2)CC1 (stereo not given)
 : i, -3, 4, -4, 0, -1, -2, i, -2
- O=C(N/N=C/c1ccc2c(c1)OCO2)c1cc(-c2ccccc2Cl)nc2ccccc12
 : i, 0, 0, -2, 0, 3, -2, i, -13
- COC(=O)C(Cc1c[nH]c2ccccc12)N1CCS(=O)(=O)CC1 (stereo not given)
 : i, 1, 3, 11, 5, 2, 1, i, -4
- N#Cc1c(NCCN)nc(-c2ccco2)c2c1CCCC2
 : ., 2, 3, 11, -22, -1, 2, i, -27
- CC(C)CCN1CCN(C2CCN(c3ccc4c(c3)OCO4)CC2)CC1CCO (stereo not given)
 : i, 0, -5, 0, 10, 3, -1, i, -8
- COc1cccc(COC(=O)C2CCN(S(=O)(=O)c3ccc(F)cc3)CC2)c1OC
 : i, 13, -7, -6, 10, 1, 3, i, 26
- O=C(CSc1n[nH]c(Cc2ccccc2)n1)Nc1ccccc1Br
 : i, -8, 1, -2, 29, 3, -2, i, -9
- O=c1cc(CSc2ccc(Cl)cc2)nc(N2CCOCC2)[nH]1
 : i, 19, 8, 0, -11, -1, 3, i, -3
- CC(=O)CSc1ncnc2sc3c(c12)CCC(C)C3 (stereo not given)
 : i, 2, 7, 0, 9, -4, -2, i, 19
- COc1cc(OC)nc(C(NC(=O)C2CCN(Cc3ccc(N(C)C)cc3)CC2)c2ccc(F)cc2)n1 (stereo not given)
 : i, 9, 1, -9, -7, 2, -2, i, -12
- O=C(O)c1ccn(Cn2cnc3ccccc32)n1
 : i, -19, 2, -3, 4, -1, 3, i, 3
- CC(C)(C)Cc1c(-c2ccc(Br)cc2)nc2ccc(Br)cn12
 : i, -7, 2, 7, -11, -2, -11, i, 18
- CC(C)CCOc1ccc(C2(C)NC(=O)NC2=O)cc1 (stereo not given)
 : i, 10, -1, 8, -10, -1, 0, i, -3
- O=C(c1cc(C2CC2)nn1-c1ccccc1)N1CCN(S(=O)(=O)c2c(F)cccc2F)CC1
 : i, 1, 4, -3, -7, 3, -2, i, 32
- C[C@H]1CN([C@@H](C)CO)C(=O)CCCn2nncc2CO[C@@H]1CN(C)C(=O)Nc1ccc(N2CCCCC2)cc1
 : i, 11, 3, 0, -6, -1, 3, i, -7
- CCCCCC(=O)Nc1ccc(C(=O)COC(=O)CN2C(=O)NC3(CCCC3)C2=O)cc1
 : i, -1, 5, -7, -13, -1, 0, i, 0
- CCc1ccc2[nH]c(=O)c(CN(CC3CCCO3)C(=S)NCc3ccco3)cc2c1 (stereo not given)
 : i, -2, -4, 0, -110, -3, -4, i, -2
- CCNC(=S)N/N=C/c1ccccc1[N+](=O)[O-]
 : i, 16, -5, -1, 10, 3, 1, i, -1
- O=C(Nc1ccc2c(c1)OCCO2)C1CCN(S(=O)(=O)c2ccc3c(c2)OCCO3)CC1
 : i, -3, 0, 5, -6, 1, 3, i, 9
- CCOc1ccc(NC(=O)/C(C=Nc2ccccc2)=C(\C)O)cc1
 : i, 7, 5, -19, 14, 2, 4, i, 23
- CCN1CCN(C(=O)c2cc(S(=O)(=O)Nc3ccc(S(C)(=O)=O)cc3)ccc2Cl)CC1
 : i, -6, -2, -2, 1, -1, 1, i, -4
- CCc1cccc(C)c1NC(=S)N1CCCC1C(=O)O (stereo not given)
 : i, 2, 1, 5, -55, -1, 2, i, -3
- CCCCC1(C(=O)OCC)NC(c2ccc(O)cc2)C2C(=O)N(c3ccccc3)C(=O)C21 (stereo not given)
 : i, 23, 6, -2, -2, 0, 0, i, -7
- COc1cccc(-c2nc(CS(=O)(=O)CC(=O)NCCC(C)C)c(C)o2)c1
 : i, 9, 1, -3, -5, 2, 0, i, 0

# Profiles as entered above. Values in the order: Neddylation inh | SKN-1 inh | CSN inh | NadD inh | MLLE-PAM2 inh | Rin1-Abl PPI inh | MT1-MMP act inh | Rpn11 block | FAS-TE inh
# C=CCN1C(=O)/C(=C/c2ccc(O)cc2)S/C1=N/c1nccs1 as listed: i | 1 | 44* | 3 | -99 | -2 | -132 | . | 8
# CCCCCC(=O)Nc1ccc(C(=O)COC(=O)CN2C(=O)NC3(CCCC3)C2=O)cc1 as listed: i | -1 | 5 | -7 | -13 | -1 | 0 | i | 0
# CC(C)CCN1CCN(C2CCN(c3ccc4c(c3)OCO4)CC2)CC1CCO (stereo not given) as listed: i | 0 | -5 | 0 | 10 | 3 | -1 | i | -8
